Assay outcomes (PubChem BioAssay)
EPAC1 agonist – activates human EPAC1 exchange factor. AID 720707. EPAC1 agonist qHTS, biochemical assay; response scale: 100% = response to 6.5 mM cAMP. Potency, µM (top dose mostly 154 µM), for inactives: top-dose activation, most hits filed as activators. 360,000 tested, 0.073% active. O95398; also: potency is read from the fitted curve at half-maximal effect; nearly all actives have a fitted effect of over 60% in size
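Compounds were pinned as a concentration titration into mixtures of EPAC1 (100 nM), BODIPY-GDP-loaded Rap1B (250 nM) and GDP (50 uM). After 5 min at room temperature, fluorescence was followed for 30 min; activity was scaled to 6.5 mM cAMP.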
PTHR1 ag – activates the human parathyroid hormone receptor PTHR1; Potency, µM (doses to about 115 µM), for inactives: at the highest dose activation, actives largely listed as activators; HEK293 GP2 PTHR1 cells, GloSensor cAMP luminescence, 1 h; 410,000 tested, 0.075% active; Q03431; also: potency is read from the fitted curve at half-maximal effect; nearly all actives have a fitted effect of over 55% in size; some results filed as inactive show a strong effect at the top dose; inactives centre near -15; many of its hits are not listed in these tables
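HEK-293-derived GP2 cells expressing PTHR1 and a GloSensor cAMP reporter, 3,000/well, plated overnight, given luciferin plus IBMX (each 0.5 mM as added) for 1 h at 37 °C, then compound for 1 h at 37 °C. Luminescence was read after 15 min at room temperature.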
EPAC1 antag – antagonists of human EPAC1. O95398. EPAC1 GEF assay, Rap1b-BODIPY-GDP exchange fluorescence. Potency, µM (top dose mostly 115 µM), inactives show at the top dose activity change, negative = inhibition, most hits filed as inhibitors. 360,000 tested, 0.14% active. AID 720709;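 also: potency is read from the fitted curve at half-maximal effect; plate controls were vehicle for no effect and positive control for full effect; nearly all actives have a fitted effect of over 50% in size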
GLP-1R agonist – GLP-1 receptor (human) agonism. HEK293 GLP-1R CRE-luciferase, luminescence, 4-6 h; cells express a hypersensitive GLP-1R form. Potency, µM (top dose mostly 45.6 µM), for inactives: at the highest dose activation, most hits filed as activators. 380,000 tested, 0.007% active; also: potency is read from the fitted curve at half-maximal effect; % of control where 0% means no effect
PI5P4K alpha inh – inhibitors of human PI5P4K alpha | P48426 | PI5P4Kalpha enzyme, ADP-Glo luminescence, 60 min; stronger effect = lower value | max response, % | 330,000 tested, 1.2% active | AID 652105; active = max response of -50% or lower; inconclusive = between -30% and -50%; inactive = -30% or higher; also: value at the top dose of about 77 µM; % is scaled to controls: 0 for no effect and ±100 for the full control effect
Target sequence (P48426 whole entry, looked up): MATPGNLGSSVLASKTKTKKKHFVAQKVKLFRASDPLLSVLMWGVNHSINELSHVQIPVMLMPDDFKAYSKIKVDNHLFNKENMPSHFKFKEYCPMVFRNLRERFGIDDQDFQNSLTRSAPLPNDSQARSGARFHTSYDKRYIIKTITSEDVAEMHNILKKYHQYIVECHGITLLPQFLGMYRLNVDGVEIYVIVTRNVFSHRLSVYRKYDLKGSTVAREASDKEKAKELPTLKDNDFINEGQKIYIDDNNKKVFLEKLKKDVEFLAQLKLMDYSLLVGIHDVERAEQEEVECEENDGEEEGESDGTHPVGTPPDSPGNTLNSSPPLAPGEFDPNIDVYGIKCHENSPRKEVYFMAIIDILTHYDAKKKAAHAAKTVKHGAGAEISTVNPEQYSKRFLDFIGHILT
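ADP-Glo luminescence end-point read after a 60 min room-temperature kinase reaction of PI5P4Kalpha plus substrate, initiated with ATP at 5 microM final. Buffer: 0.038 M HEPES pH 7.4, EGTA, 0.1% CHAPS, 5% DMSO.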
GLP1R cytotox – cytotoxic in the GLP-1 receptor inverse agonist counter-screen | HEK293 cAMP-luciferase reporter cells, luminescence, 24 h | Potency, µM (doses to about 38.3 µM), without a hit: top-dose activity change, negative = inhibition, usual class: inhibitors | 410,000 tested, 0.13% active;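 also: loss of luciferase light is scored as toxicity; potency is read from the fitted curve at half-maximal effect; % is scaled to controls: 0 for no effect and ±100 for the full control effect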
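Step one: seed cells (200 cells/uL, DMEM with 10% Nu serum, 1% pen-strep). Step two: 12-hour incubation at 37 deg C. Step three: pin 23 nL compound, incubate 24 hr. Step four: add luciferase reagent, read luminescence 12 min later.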
IL-2 act – activates IL-2 in a cell-based reporter assay; IL-2 activation reporter assay, cell-based qHTS; stimulated with anti-CD3/CD4/CD28 beads; in transgenic mouse T cells; activation, % (series mostly up to about 46 µM); 360,000 tested, 0.065% active; in the data active = activation above about 50%; inconclusive = mostly about 30% to 49%; also: 0% is about no effect
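Screening format: compound pinned onto unstimulated transgenic mouse T cells, 60 min incubation, then anti-CD3/anti-CD4/anti-CD28 bead stimulation for 18 hours at 37 degrees C, followed by EGFP and DsRed detection.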
GLP-1R inv ag – acts as inverse agonist at human GLP-1 receptor; P43220; HEK293 GLP-1R CRE-luciferase, luminescence, 24 h; GLP-1R form is constitutively active; Potency, µM (top dose mostly 38.3 µM), without a hit: at the top dose activity change, negative = inhibition, hits mostly inhibitors; 410,000 tested, 1.6% active; AID 624417; also: potency is read from the fitted curve at half-maximal effect; % is scaled to controls: 0 for no effect and ±100 for the full control effect; nearly all actives have a fitted effect of over 55% in size
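Readout was luciferase luminescence, measured 12 min after detection reagent at room temperature. Beforehand, GLP-1R reporter HEK293 cells had sat 12 h, then received compounds for 24 hr at 37 deg C.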
PLK1 PBD block – PLK1 (human) polo-box domain binding inhibition; Potency, µM, for inactives: max response, negative = inhibition, hits mostly inhibitors; Plk1 PBD binding of FITC phosphopeptide, fluorescence polarization; 360,000 tested, 2.8% active; AID 720504; P53350; also: potency is read from the fitted curve at half-maximal effect; series mostly up to about 57 µM; % is scaled to controls: 0 for no effect and ±100 for the full control effect; nearly all actives have a fitted effect of over 65% in size
Target sequence (P53350 whole entry, looked up, the tested form may be a part): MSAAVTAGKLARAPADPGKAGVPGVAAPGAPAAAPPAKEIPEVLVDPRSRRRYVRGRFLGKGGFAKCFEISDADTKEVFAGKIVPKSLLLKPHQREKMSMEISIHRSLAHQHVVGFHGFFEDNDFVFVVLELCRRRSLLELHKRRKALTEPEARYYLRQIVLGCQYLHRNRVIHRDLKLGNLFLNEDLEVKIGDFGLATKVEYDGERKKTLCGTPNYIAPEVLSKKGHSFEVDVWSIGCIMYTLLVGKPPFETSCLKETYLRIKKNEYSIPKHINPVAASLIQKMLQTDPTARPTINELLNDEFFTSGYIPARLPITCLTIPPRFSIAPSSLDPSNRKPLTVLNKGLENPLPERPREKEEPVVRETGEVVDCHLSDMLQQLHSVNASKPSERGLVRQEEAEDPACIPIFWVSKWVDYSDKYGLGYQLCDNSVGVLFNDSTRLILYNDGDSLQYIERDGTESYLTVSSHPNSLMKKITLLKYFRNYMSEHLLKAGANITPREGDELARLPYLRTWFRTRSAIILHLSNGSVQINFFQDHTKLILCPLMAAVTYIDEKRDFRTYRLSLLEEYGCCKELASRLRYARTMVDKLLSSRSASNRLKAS
Starred values were filed as active, the others as inactive; i = inactive; ? = inconclusive; . = not tested or not shown; & = joins results of further samples; [ ] = dose if it differs, or a comment. Unless noted, calls follow the shape of the dose curve; as a rule, active = well fitted curve in the direction sought with a large enough effect; inconclusive = small, poorly fitted or top-dose-only effect, or another doubt; inactive = no such curve, though single readings can be large; an effect the other way counts as inactive or inconclusive. This is a subset; rates above refer to the full screens.

Sequence of screens: EPAC1 agonist	PTHR1 ag	EPAC1 antag	GLP-1R agonist	PI5P4K alpha inh	GLP1R cytotox	IL-2 act	GLP-1R inv ag	PLK1 PBD block
Cc1ccccc1-n1ncc2c1CC(C)(C)CC2NC(=O)C1=CC(=O)CC(C)(C)O1 (configuration not stated)
 : -1%	i	-15%	-5%	-16	-1%	-1.0	-18%	-3%
CCOc1ccc(CN2C(=O)c3ccccc3Sc3ccc(C(=O)NCCc4ccccc4)cc32)cc1
 : .	i	.	0%	.	-7%	.	?	.
COc1ccc2c(C)cc(N3CCCCCC3)nc2c1
 : -2%	-11%	17%	-2%	-10	-15%	-3.7	?	2%
CCc1ccc(S(=O)(=O)Nc2cc3c(cc2N2CCOCC2)n(C)c(=O)c(=O)n3C)cc1
 : 12%	?	-14%	8%	3	0%&6%	1.1	38%&4%[activator]	-14%
COc1ccc(C(=O)NCC(=O)OCC(=O)N2CCc3ccccc32)cc1
 : 14%	i	-2%	5%	3	8%	-0.6	13%	-9%
COc1cc(SC)ccc1C(=O)Nc1nccs1
 : 6%	i	6%	0%	-16	15%	-0.5	?	-20%
CNC(=O)/C(=C/c1ccc2c(c1)OCO2)NC(=O)c1ccc(Br)cc1
 : 6%	i	-11%	14%	-1	?	-0.4	15%	-3%
NCCCCCc1nnc(SCC(=O)c2ccc(Cl)cc2)o1
 : 12%	i	-12%	-12%	3	10%	0.2	-4%	-5%
c1ccc2c(c1)nc1sccn12
 : -3%	i	3%	1%	1	8%	2.0	0%	-3%
COc1ccc(-c2nnc3c4ccccc4c(C)nn23)cc1S(=O)(=O)N1CCN(CCO)CC1
 : 10%	i	-1%	25%	.	-24%	-2.8	72%[activator]	-6%
Cc1ccc(NCN2C(=O)C3CC=C(Cl)CC3C2=O)cc1 (configuration not stated)
 : -2%	?	2%	-11%	4	1%	-0.7	3%	-8%
COCCN1CCC(CO)C1 (configuration not stated)
 : 8%	13%	-10%	5%	0	13%	-5.9	3%	-11%
Cc1nn(CCCC(=O)Nc2cnn(Cc3ccc(F)cc3)c2)c(C)c1[N+](=O)[O-]
 : -13%	i	5%	2%	2	-2%	-2.6	-19%	2%
COC(=O)c1ccc(COc2cccnc2[N+](=O)[O-])cc1
 : -13%	i	?	21%	1	-7%	-0.3	67%[activator]	-1%
Cc1c(C(=O)NCc2ccccn2)sc2nc(-c3ccc(F)cc3)cn12
 : -16%	-93%[inhibitor]	-1%	4%	-2	2%	-1.3	17%	1%
C/C(=N\O)C(=O)NCCCn1ccnc1
 : 2%	-1%	-12%	2%	5	16%	-2.0	11%	-5%
COc1ccccc1-c1nc(-c2ccc(C)nc2OC)no1
 : 8%	-7%	0%	24%	3	26%	-2.5	58%[activator]	-4%
COCCC(=O)N1CCCC(C(=O)c2ccc(C(F)(F)F)cc2)C1 (configuration not stated)
 : -2%	i	7%	-3%	-2	-4%	-4.4	6%	3%
CCOc1ccc2nc(Cl)c(/C=C/C(=O)c3ccco3)cc2c1
 : 1%	-27%[57.5 µM]	-1%	-4%	.	-5%	-2.5	76%[activator]	-6%
Cc1ccc(NC(=O)Cn2cc(C(=O)C3CC3)c3ccccc32)cc1
 : -12%	i	-14%	5%	18	-25%&4%	1.2	-6%&-1%	-4%

Some of the entries above in another layout.
smiles,EPAC1 agonist,PTHR1 ag,EPAC1 antag,GLP-1R agonist,PI5P4K alpha inh,GLP1R cytotox,IL-2 act,GLP-1R inv ag,PLK1 PBD block
COCCN1CCC(CO)C1 (configuration not stated),8%,13%,-10%,5%,0,13%,-5.9,3%,-11%
C/C(=N\O)C(=O)NCCCn1ccnc1,2%,-1%,-12%,2%,5,16%,-2.0,11%,-5%

(more compounds)
Sequence of screens: EPAC1 agonist	PTHR1 ag	EPAC1 antag	GLP-1R agonist	PI5P4K alpha inh	GLP1R cytotox	IL-2 act	GLP-1R inv ag	PLK1 PBD block
Cc1ccccc1C1c2[nH]c3ccccc3c2C[C@H]2C(=O)N(c3ccccc3C(=O)NCCN3CCOCC3)C(=O)N12 (some centres not stated)
 : 9%	-18%	-9%	-4%	7	-3%	0.0	-25%	3%
COCCNC(=S)NC12CC3CC(CC(C3)C1)C2
 : -5%	-14%	0%	-5%	-2	?	-1.1	?	-3%
O=C(c1ccc2c(c1)OCO2)N(Cc1cccs1)C1(C(=O)NC2CCCCC2)CCCCC1
 : 6%	-78%[inhibitor]	-21%	0%	10	?	-4.0	?	1%
CN(C)c1cc[n+](CC[n+]2ccc(N(C)C)cc2)cc1
 : 3%	-25%	15%	2%	2	-16%	-1.2	26%	-16%
COCCNC(=O)c1cc(Br)ccc1Cl
 : 3%	-14%	17%	-1%	-1	-9%	-1.5	0%	-1%
Cc1cccc(-c2c(O)cc(=O)[nH]c2Cl)c1
 : -3%	i	-15%	1%	-12	-3%	-2.3	18%	-15%
NC(c1csc(Nc2ccc(C(=O)c3ccccc3)cc2)n1)C1CCCCC1 (configuration not stated)
 : -6%	-7%	-17%	-11%	8	-6%	0.2	-46%	-4%
Cc1ccc(S(=O)(=O)N2CCN(C(=O)c3c(-c4ccccc4)noc3C)CC2)cc1C
 : -2%	-7%	-3%	12%	4	5%	1.5	12%	-6%
Cc1cccn2c(=O)c(C=O)c(N3CCN(c4ccccc4)CC3)nc12
 : 2%	i	9%	21%	6	-1%	-1.1	104%[activator]	-6%
CCc1c(O)nc(SCC(=O)Nc2ccccc2OC)n(-c2ccccc2C)c1=O
 : -15%	i	-17%	3%	-17	-14%	-1.6	98%[activator]	-3%
CC1CC/C(=N/Nc2ccccc2)C(=O)N1 (configuration not stated)
 : 15%	i	-10%	0%	-7	-3%	0.2	0%	-13%
Cc1ccc(S(=O)(=O)N2[C@@H](c3cccc(Cl)c3)C(C(=O)O)=CC[C@H]2c2ccc(C(C)C)cc2)cc1
 : -16%	-64%[inhibitor]	56µM*	6%	-24	-19%	1.4	?	21µM*
COc1ccc(C2C(C(=O)c3ccco3)=C(O)C(=O)N2Cc2cccnc2)cc1OC (configuration not stated)
 : 3%	-9%[57.5 µM]	-1%	8%	.	8%	0.8	-3%	1%
CN(C)S(=O)(=O)c1cc(NC(=O)COC(=O)/C=C/c2ccco2)ccc1Cl
 : 8%	-1%	?	-3%	-71*	1%	-0.6	0%	-27%
COc1cccc(/C=C2\SC(=S)N(C(C(=O)O)c3ccccc3)C2=O)c1OC (configuration not stated)
 : -4%	-9%	?	0%	0	9%	2.1	2%	?
CSc1ccc(NC(=O)NCc2ccccc2)cc1
 : 8%	i	-3%	-2%	5	2%	0.9	15%	-7%
CCOc1ccc(OCCSc2nnnn2C2CCCCC2)cc1
 : 9%	-16%	0%	11%	12	-8%	-0.7	?	-5%
O=S(=O)(c1ccccc1Br)N(Cc1ccccc1)CC(O)COCc1ccccc1 (configuration not stated)
 : 0%	-23%	-3%	5%	9	2%	-0.5	?	-5%
Cc1ccc(S(=O)(=O)NCCC(=O)Nc2ccc(Cl)c(Cl)c2)cc1
 : 11%	-17%	-29%	1%	22	11%	-3.1	?	-13%
CCCCC1=CC2=CC(=O)C(C)(OC(=O)CC)C(=O)C2=CN1CCCCO (configuration not stated)
 : 13%	-19%	-11%	-3%	-6	0%	0.2	10%	-24%
NS(=O)(=O)c1ccc(CCNC(=O)C(=O)NCC2OCCN2C(=O)c2ccc3c(c2)OCO3)cc1 (configuration not stated)
 : 11%	i	5%	6%	-19	5%	-2.6	4%	-5%
Cc1c(/C=N/NC(=O)c2ccccc2O)c2ccccn2c1C(=O)c1ccc(F)cc1
 : -4%	-5%	-13%	9%	-2	?	-3.4	-70%	-4%
Cc1csc(NC(=O)CN2CCCCCC2)n1
 : 10%	i	-5%	0%	.	16%	-2.7	0%	-9%
CC#CCN1c2ccccc2[C@]23C[C@@H](C(=O)OC)N(C(=O)c4cc(C)oc4C)C2=NC(C(=O)OC)=C(C(=O)OC)[C@H]13
 : -8%	0%	-19%	-2%	1	-17%	0.1	?	-2%
CO/N=C/NC(=O)c1cn(-c2ccc(F)cc2)c(=O)c2ccccc12
 : 3%	i	1%	-7%	.	-9%	-2.0	-5%	-3%
COc1ccc(NC(=O)COC(=O)CNS(=O)(=O)c2ccc(C)cc2)c(OC)c1
 : 11%	i	13%	0%	5	19%	-2.7	15%	-8%
O=c1cc(N2CCOCC2)cnn1-c1ccccc1
 : 7%	i	0%	2%	-3	13%	1.5	27%	-4%
Cc1cc(Cl)ccc1OCCCC(N)=O
 : 7%	i	-29%	-4%	12	0%	-1.0	-9%	-5%
Cc1ccc(-n2nc(-c3cccs3)cc2C(=O)NCC2CCCO2)c(C)c1 (configuration not stated)
 : 10%	i	-17%	0%	-4	17%	-1.0	?	?
O=C(c1ccco1)N1CCN(c2ccc(Cl)c(Cl)c2)CC1
 : 4%	-5%[57.5 µM]	6%	2%	.	-16%	1.4	0%	-5%
Nc1nc(C(=O)N2CCOCC2)nn1C(=O)c1ccc(Cl)cc1
 : 3%	?	2%	-2%	6	3%	-3.3	16%	?
CN(CC(=O)Nc1ccncc1)S(=O)(=O)c1ccc(Br)cc1
 : 6%	i	-12%	-1%	.	12%	-0.2	-1%	-13%
COc1ccc(NC(=O)CN(C)S(=O)(=O)c2ccc3c(c2)c(=O)n(C)c(=O)n3C)cc1
 : 6%	-23%&-36%	-19%	3%&0%	-1	-12%&7%	-3.1	10%&4%	-7%
CN1CCN(S(=O)(=O)c2cccc(C(=O)N(Cc3nnc(-c4ccc(Cl)cc4)o3)C3CC3)c2)CC1
 : -4%	-15%	5%	29%	-1	4%	-3.9	-9%	7%
Cc1cccc(OCC(=O)N(Cc2ccco2)C2CCS(=O)(=O)C2)c1 (configuration not stated)
 : -5%	-12%	15%	-4%	0	-6%	1.1	1%	-3%
COc1cc(OC)cc(C(=O)N2CCN(C3CCCCC3)CC2)c1
 : -1%	i	-6%	-2%	0	3%	0.0	-12%	7%
Cn1c(NCc2ccccc2)cc(=O)n(C)c1=O
 : 1%	21%	21%	0%	1	3%	-0.6	17%	0%
